Compound activity as filed in PubChem BioAssay.
HCV core dimer: inhibitors of HCV core protein dimerization, primary screen, biochemical, TR-FRET, high-throughput. TR-FRET GST/Flag-core106 dimerization, 1536-well. inhibition, % at 5 µM. 300,000 compounds, 0.33% hits. AID 1899, 2009;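 active = inhibition above the mean of all tested compounds plus 3 SD, set per screening campaign, cut at about 45% in these data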
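System: GST/Flag-tagged HCV core106 proteins. Incubation: compound-protein-antibody incubation 4 h at 22.5 °C. Technique: HTRF with 340 nm excitation, 617/671 nm emission. Medium: KF-containing HEPES buffer, pH 7.45, DTT, CHAPS, BSA. Read-out: inhibition (%) from 671 over 617 nm ratio. Also added: Eu(K)-anti-GST 90 ng/mL plus XL665-anti-Flag 1 µg/mL.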
Yeast superoxide: reduction of superoxide in aged yeast, primary screen, HTS | S. cerevisiae aged cells, superoxide DHE fluorescence; hits give low values | superoxide response (% of plate mean), % at 10 µM | 330,000 compounds, 0.18% hits;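 active = superoxide response under a set limit, about three screen SD below normal, cut at about 65% in these data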;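 note: yeast aged for seven days with compound at 30 °C before DHE staining; 100% = average MFI of all compound-treated wells on the plate with controls excluded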
Fh CTSL1 inh: Fasciola hepatica cathepsin L1 inhibitors, primary screen, counter-screen for PFM18AAP inhibitor project, biochemical, QFRET, fluorogenic peptide substrate | 300,000 compounds, 0.49% hits | recombinant F. hepatica cathepsin L1, Z-Leu-Arg-MCA fluorescence | inhibition, % at 5.96 µM;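 active = inhibition above the mean of all tested compounds plus 3 SD, set per screening campaign, cut at about 17% in these data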;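 note: 0% = plate median of test compound wells and 100% = 1 µM Z-Phe-Ala-diazomethylketone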
PP1 counter: PP1-alpha phosphatase inhibitors, primary screen, counter-screen for PP5 inhibitor project, biochemical, fluorescence, OMFP substrate, single point | Serine/threonine-protein phosphatase PP1-alpha catalytic subunit (Homo sapiens), P62136 | purified PP1alpha | inhibition, % at 6.7 µM | 320,000 compounds, 0.9% hits | AID 2235, 2010;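 active = inhibition above the mean inhibition of all tested compounds plus 3 SD, computed separately for each screening campaign, cut at about 15% in these data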
Target sequence (P62136 whole entry, looked up): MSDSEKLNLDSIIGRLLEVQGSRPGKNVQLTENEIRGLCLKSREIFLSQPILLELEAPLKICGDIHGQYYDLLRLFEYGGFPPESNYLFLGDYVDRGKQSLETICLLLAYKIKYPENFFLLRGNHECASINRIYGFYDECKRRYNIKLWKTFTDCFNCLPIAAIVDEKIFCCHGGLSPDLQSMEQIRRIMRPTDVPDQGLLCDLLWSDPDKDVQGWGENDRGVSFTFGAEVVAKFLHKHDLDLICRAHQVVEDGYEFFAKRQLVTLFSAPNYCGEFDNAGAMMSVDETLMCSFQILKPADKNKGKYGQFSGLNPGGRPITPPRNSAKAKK
ZTA DNA inh: counter-screen for EBNA-1 inhibitors: inhibitors of Epstein-Barr virus ZTA. P03206. ZTA-DNA binding, fluorescence polarization. inhibition, % at 11 µM. 320,000 compounds, 0.15% hits. AID 2234; in the data active = inhibition above about 33%
Target sequence (P03206 whole entry, looked up): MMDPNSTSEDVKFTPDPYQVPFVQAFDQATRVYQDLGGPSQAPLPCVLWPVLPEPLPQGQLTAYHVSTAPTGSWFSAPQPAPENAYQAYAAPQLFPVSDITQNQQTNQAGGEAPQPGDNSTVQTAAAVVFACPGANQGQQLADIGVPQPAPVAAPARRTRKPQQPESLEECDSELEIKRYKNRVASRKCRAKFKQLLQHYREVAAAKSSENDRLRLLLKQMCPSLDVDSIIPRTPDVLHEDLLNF
TPT1 inhibitor: Candida albicans TPT1 enzyme inhibitors, primary screen, biochemical, fluorescence polarization; tRNA 2'-phosphotransferase TPT1 (Candida albicans SC5314); recombinant caTPT1, FP RNA substrate dephosphorylation; inhibition, % at 5 µM; 300,000 compounds, 0.81% hits; AID 1962, 2009;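 active = inhibition above the mean of all tested compounds plus 3 SD, set per screening campaign, cut at about 24% in these data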;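 note: plate controls were DMSO alone for no effect and ferristatin control at 100 nM for full effect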
EBNA-1 inhibitor: EBNA-1 DNA-binding inhibitors, primary screen, biochemical, fluorescence polarization. AID 1950, 2009. 300,000 compounds, 0.34% hits. inhibition, % at 14.8 µM; in the data active = inhibition above about 28%
PP5 primary: PP5 phosphatase inhibitors, primary screen, biochemical, fluorescence. 320,000 compounds, 0.18% hits. purified PP5c, OMFP substrate fluorescence. AID 1987, 2009. Serine/threonine-protein phosphatase 5 (Homo sapiens), P53041. inhibition, % at 6.7 µM;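 active = inhibition above the campaign's mean inhibition across all tested compounds plus 3 SD, cut at about 9.5% in these data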;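 note: 0% = DMSO only and 100% = 100 µM cantharidin control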
GASC-1 inh: inhibitors of GASC-1 histone demethylase, primary screen, biochemical, fluorescence, DELFIA europium; Lysine-specific demethylase 4C (Homo sapiens), Q9H3R0; GST-JMJD2C(1-420) H3K9me3 demethylation; inhibition, % at 2.35 µM; 330,000 compounds, 0.069% hits;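 active = more than half of a compound's replicate wells show inhibition beyond 50%, single wells judged on their own value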;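 note: signal counts dimethyl H3K9 product captured on neutravidin plate; 0% = median of DMSO wells and 100% = 0.3 times that DMSO median; strong numbers were not always called active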
Target sequence (Q9H3R0 1-420 limits assumed): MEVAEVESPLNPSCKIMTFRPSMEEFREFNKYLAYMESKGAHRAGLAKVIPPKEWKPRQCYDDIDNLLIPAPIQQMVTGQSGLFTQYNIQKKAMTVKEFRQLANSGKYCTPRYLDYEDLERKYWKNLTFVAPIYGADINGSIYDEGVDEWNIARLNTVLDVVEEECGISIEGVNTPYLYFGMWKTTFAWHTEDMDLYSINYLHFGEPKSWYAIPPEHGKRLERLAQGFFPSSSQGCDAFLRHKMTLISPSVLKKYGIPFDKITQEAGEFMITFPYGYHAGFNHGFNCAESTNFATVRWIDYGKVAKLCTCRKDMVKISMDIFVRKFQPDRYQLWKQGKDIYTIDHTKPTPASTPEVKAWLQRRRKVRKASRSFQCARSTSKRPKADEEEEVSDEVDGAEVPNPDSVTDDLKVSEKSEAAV
* marks the source's active call; other numbers are inactive results; . = no result given; & = joins results of further samples. Only part of the results is shown. The share of hits here may be higher or lower than overall.

mol | HCV core dimer | Yeast superoxide | Fh CTSL1 inh | PP1 counter | ZTA DNA inh | TPT1 inhibitor | EBNA-1 inhibitor | PP5 primary | GASC-1 inh
COc1cc2c(c(OC)c1OC)-c1c(cc3c(c1OC)OCO3)[C@@H](OC(C)=O)[C@H](C)[C@H](C)C2 | 11.0 | 95.3 | -0.2 | 3.6 | -16.4 | -5.7 | -0.7 | 1.9 | -109.6
OC(C#CCN1CCCC1)(c1ccccc1)c1ccccc1 | 8.2 | 106.7 | 5.5 | 0.1 | 7.9 | -0.1 | -2.5 | 0.1 | 7.8
CN1CCOC(c2ccccc2)c2ccccc2C1 (stereo not drawn) | 10.2 | 107.4 | -2.2 | 0.4 | 9.1 | 0.7 | 0.8 | 0.3 | -2.8
Cc1nc2ccccn2c(=O)c1CCN1CCC(C(=O)c2ccc(F)cc2)CC1 | 9.2 | 97.2 | 6.7 | -4.1 | 0.5 | 1.9 | 0.5 | -0.4 | 9.4
CCN(CC)CCNC(=O)c1cc(Cl)c(N)cc1OC | -4.9 | 88.0 | -6.5 | -10.8 | 9.1 | 2.2 | -3.2 | 3.4 | 2.3&-14.9
CC(=O)c1ccc(S(=O)(=O)NC(=O)NC2CCCCC2)cc1 | 1.3 | 107.1 | -3.8 | -1.3 | 1.4 | 1.8 | -1.0 | -0.8 | .
Cn1c(=O)c2c(ncn2CC2OCCO2)n(C)c1=O | 0.2 | 91.9 | -2.1 | -0.2 | -8.3 | -4.0 | 11.2 | -1.7 | -2.1
CCOc1ccc(C(=O)OCCN(CC)CC)cc1 | -5.6 | 96.7 | -1.1 | -3.5 | 6.0 | 0.4 | -5.7 | 1.9 | 1.7
CCN(CC)CCOC(=O)C1(c2ccccc2)CCCC1 | -0.2 | 81.7 | -0.5 | 2.3 | 5.0 | -0.8 | 3.4 | -0.8 | 11.8
CC1(C)Cc2c(sc(NC(=S)NC(=O)c3ccccc3)c2C(=O)O)CO1 | -8.6 | 127.4 | 3.4 | 6.6 | -5.0 | -3.9 | 11.0 | 1.3 | 2.8
CCc1cc(=O)oc2c(CNC(Cc3ccccc3)C(=O)O)c(O)ccc12 (stereo not drawn) | 0.6 | 134.0 | -0.5 | -2.9 | 10.4 | 0.4 | 13.7 | 0.6 | 0.8
CCOc1ccc(NC(=O)Cn2cc(C(=O)c3ccco3)c3ccccc32)cc1 | 3.2 | 87.0 | 1.5 | 1.5 | 1.6 | -0.8 | -8.1 | 1.0 | -15.4
CCCNC(C)C(=O)Nc1c(C)csc1C(=O)OC (stereo not drawn) | -20.7 | 93.9 | -1.0 | 1.0 | -15.3 | -1.8 | 4.5 | -0.9 | .
O=C(NCCc1c[nH]c2ccccc12)c1cccnc1 | 4.8 | 100.0 | -5.2 | -2.2 | 2.6 | 3.0 | 2.3 | -1.3 | -16.2
C[C@]12CCC(=O)C=C1CC[C@@H]1[C@@H]2CC[C@@]2(C)[C@H]1CC[C@]2(O)C(=O)CO | 1.2 | 106.9 | 1.4 | -0.1 | 3.8 | -0.4 | 3.0 | 2.4 | -5.6
C=CC1=C(C(=O)O)N2C(=O)[C@@H](NC(=O)/C(=N\O)c3csc(N)n3)[C@H]2SC1 (stereo in doubt) | -54.5 | 107.8 | -1.9 | 0.9 | -1.3 | 2.2 | -2.9 | 1.4 | -1.6
OCCN1CCN(CCCN2c3ccccc3Sc3ccc(Cl)cc32)CC1 | -19.0 | 104.5 | -2.1 | 1.0 | -3.8 | -1.2 | 0.0 | -0.9 | 19.4
c1ccc(CC2=NCCN2)cc1 | -1.5 | 104.9 | 1.4 | -1.9 | -0.5 | 3.2 | -3.5 | 0.3 | -1.1
COc1ccc(/C=C/C(=O)Nc2ccccc2C(=O)O)cc1OC | -7.2 | 107.8 | 3.7 | 4.5 | 5.4 | -7.1 | 7.4 | -3.8 | 18.4
Cc1c(NC(=O)c2cccnc2)c(=O)n(-c2ccccc2)n1C | -3.8 | 93.6 | -3.6 | -6.2 | 3.2 | -3.3 | -7.4 | -1.0 | 0.2
CC(=O)OCC1=C[C@@H]2OC(=O)C3=CO[C@@H](O[C@@H]4O[C@H](CO)[C@@H](O)[C@H](O)[C@H]4O)[C@H]1[C@@H]32 | . | 96.4 | . | -4.8 | -15.4 | . | . | 2.7 | -0.8
CC[N+](C)(CC)CCOC(=O)C(O)(c1ccccc1)C1CCCCC1 (stereo not drawn) | 3.6 | 85.4 | -0.5 | 0.9 | 11.6 | -0.3 | 8.7 | 0.3 | 1.2
NC(=O)c1cn(Cc2c(F)cccc2F)nn1 | 9.1 | 103.2 | -2.4 | -2.8 | -5.7 | -0.7 | 5.0 | 1.1 | 17.9
Cc1ccc(CN2CCN(Cc3cccc4nccnc34)CC2CCO)cc1 (stereo not drawn) | -3.7 | 92.8 | -2.4 | -8.2 | 0.7 | -2.0 | -7.8 | 1.0 | 13.7
CCCn1cnc2c1c(=O)n(CCCCC(C)=O)c(=O)n2C | 3.9 | 95.9 | 2.3 | 2.1 | 0.5 | -1.2 | -4.0 | 0.1 | -7.8
Cc1cc(-c2ccccc2)nnc1NCCN1CCOCC1 | 7.2 | 98.1 | -2.1 | 4.0 | 11.3 | -1.6 | -3.4 | -0.5 | -15.0
CC(C(=O)O)c1ccc(C(=O)c2cccs2)cc1 (stereo not drawn) | 1.2 | 102.2 | -0.3 | -2.7 | -18.2 | -3.0 | 6.3 | -1.0 | 3.9
c1ccc(CN(CC2=NCCN2)c2ccccc2)cc1 | -2.0&-7.8 | 92.6&98.7 | 3.3&3.0 | 9.8&-3.0 | 5.4&-2.6 | -3.0&-2.4 | -5.2&-1.1 | 2.1&-0.4 | -16.0&3.1
CC(=O)NC(Cc1ccccc1)C(=O)O (stereo not drawn) | 1.3 | 99.6 | 0.3 | -1.1 | -5.8 | -4.0 | -2.0 | 2.8 | 9.8
NC(=O)c1cccc(-c2cc(Nc3ccc(OC(F)(F)F)cc3)ncn2)c1 | -18.0 | 107.2 | 0.1 | 10.1 | -18.9 | -1.6 | -11.4 | 10.1* | 5.4

Continued.
molecule	HCV core dimer	Yeast superoxide	Fh CTSL1 inh	PP1 counter	ZTA DNA inh	TPT1 inhibitor	EBNA-1 inhibitor	PP5 primary	GASC-1 inh
Oc1ccc(/C=C/c2cc(O)cc(O)c2)cc1	-22.6	110.6	-1.0	-5.5	9.9	-0.9	-3.0	5.5	-15.0
CCOC(=O)c1ccc(N)cc1	-4.2	106.2	-1.5	-2.4	-1.3	3.2	-3.3	1.6	.
CCCCCCO	.	92.2	.	-6.6	8.8	.	.	-0.6	8.8
COc1ccc(C(=O)NCc2ccc(OCCN(C)C)cc2)cc1OC	12.4	102.2	-3.0	-0.1	26.9	2.5	17.8	-2.1	-2.4
CC(COc1ccccc1)NC(C)C(O)c1ccc(O)cc1 (stereo not drawn)	15.0	88.5	8.4	-2.0	2.0	-3.6	7.8	-2.3	-16.2
O=C(CCNNC(=O)c1ccncc1)NCc1ccccc1	6.3	115.5	0.5	-7.0	13.6	-1.7	-4.3	1.2	10.5
CC[n+]1c(C)sc2cc(OC)ccc21	-3.4	113.9	1.7	-3.9	-27.0	-1.9	-7.4	-0.4	3.2
C/C=C(/C)C(=O)O[C@@H]1c2c(ccc3ccc(=O)oc23)OC(C)(C)[C@@H]1OC(=O)/C(C)=C\C	12.5	.	-1.4	3.7	-2.5	1.3	-12.2	6.5	4.1
O=C(CCN1CCC(c2ccccc2)C1)c1ccc2c(c1)OCCO2 (stereo not drawn)	-3.5	87.6	-0.3	0.0	-4.5	-4.6	4.4	3.0	18.5
COc1ccccc1N1CCN(CCCNc2cc(=O)n(C)c(=O)n2C)CC1	4.6	100.3	-0.7	1.7	-6.9	0.9	-4.7	-0.1	-11.9
CCC(C)n1ncn(-c2ccc(N3CCN(c4ccc(OCC5COC(Cn6cncn6)(c6ccc(Cl)cc6Cl)O5)cc4)CC3)cc2)c1=O (stereo not drawn)	3.9	173.6	10.6	-3.1	11.2	-2.2	-2.0	0.3	-24.8
O=C(c1ccc(F)cc1)C1CCN(CCn2c(=O)[nH]c3ccccc3c2=O)CC1	6.6	86.6&104.7	3.2	-3.2	-2.4	-3.6	-1.8	0.1	-4.1
CN1CCN(CCC(=O)N2c3ccccc3Sc3ccc(C(F)(F)F)cc32)CC1	-1.4	96.7	-0.8	-3.6	-8.2	4.5	-4.1	3.5	-5.9
CC12CCC(CC1)C(C)(C)O2	0.5	85.6	1.2	-6.9	-2.8	-4.6	0.9	-0.2	1.4
CN(C)CCOC(C)(c1ccccc1)c1ccccn1 (stereo not drawn)	6.2	101.8	-0.7	-2.7	4.4	1.6	-0.8	-0.1	-8.1
CN1CCN(C(c2ccccc2)c2ccccc2)CC1	-4.2	96.5	-3.8	1.0	1.3	1.0	-3.3	1.5	.
C1CCC(C(CC2CCCCN2)C2CCCCC2)CC1 (stereo not drawn)	-13.0&-20.3	95.7&108.9	-2.6&0.5	1.4&0.9	7.0&1.4	0.9&-0.5	-3.3&-5.0	1.1&1.4	-12.4

Laid out differently: entries from further up
Results follow in this order: HCV core dimer | Yeast superoxide | Fh CTSL1 inh | PP1 counter | ZTA DNA inh | TPT1 inhibitor | EBNA-1 inhibitor | PP5 primary | GASC-1 inh
c1ccc(CN(CC2=NCCN2)c2ccccc2)cc1
  -2.0&-7.8 | 92.6&98.7 | 3.3&3.0 | 9.8&-3.0 | 5.4&-2.6 | -3.0&-2.4 | -5.2&-1.1 | 2.1&-0.4 | -16.0&3.1
CC(=O)NC(Cc1ccccc1)C(=O)O (stereo not drawn)
  1.3 | 99.6 | 0.3 | -1.1 | -5.8 | -4.0 | -2.0 | 2.8 | 9.8
NC(=O)c1cccc(-c2cc(Nc3ccc(OC(F)(F)F)cc3)ncn2)c1
  -18.0 | 107.2 | 0.1 | 10.1 | -18.9 | -1.6 | -11.4 | 10.1* | 5.4
